D2 antagonist: antagonizes the human D2 dopamine receptor | inhibition, % at 10 µM | hit rate 2% among 340,000 | HEK293 TREx D2 cells, calcium flux, dopamine EC80 | AID 485344; in the data active = inhibition above about 30%; note: 0% is about no effect
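Inhibition of EC80 dopamine-driven calcium flux, recorded kinetically, defines activity here; cells are a tetracycline-induced HEK293 T-REx line expressing force-coupled D2.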
D2 potentiator: positively modulates the human D2 dopamine receptor allosterically. HEK293 T-REx D2, calcium flux, EC20 dopamine potentiation. potentiation, % at 10 µM. hit rate 0.34% among 340,000;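 active = potentiation over 3 SD above the plate norm, cut at about 30% in these data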; note: 0% is about no effect
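Tetracycline-induced HEK293 T-REx cells force-coupled to calcium signalling expressed D2; compounds were pin-added after a 10 s baseline, read kinetically 180 s, then an EC20 dopamine challenge followed with a further 180 s calcium read.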
D1 antag: antagonists of human D1 dopamine receptor. HEK293 TREx D1 cells, calcium flux, dopamine EC80; stronger effect = lower value. activity change, negative = inhibition, % at 10 µM. hit rate 3.2% among 360,000. P21728; in the data active = activity change below about -30%; note: % is set by controls: 0 for no effect and ±100 for the full control effect
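Kinetic fluorescence of a calcium dye serves as the read-out. D1-expressing Hek293 Trex cells, induced overnight at 30 C, are exposed to compound for 180 s before an EC80 dopamine addition, then read 180 s further.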
TRHR agonist: TRH receptor (human) agonism; AID 493084; hit rate 0.18% among 360,000; TRHR cells, calcium flux fluo-8, FDSS agonist mode; activation, % at 2 µM; P34981; note: 0% is about no effect
Target sequence (P34981 whole entry, looked up): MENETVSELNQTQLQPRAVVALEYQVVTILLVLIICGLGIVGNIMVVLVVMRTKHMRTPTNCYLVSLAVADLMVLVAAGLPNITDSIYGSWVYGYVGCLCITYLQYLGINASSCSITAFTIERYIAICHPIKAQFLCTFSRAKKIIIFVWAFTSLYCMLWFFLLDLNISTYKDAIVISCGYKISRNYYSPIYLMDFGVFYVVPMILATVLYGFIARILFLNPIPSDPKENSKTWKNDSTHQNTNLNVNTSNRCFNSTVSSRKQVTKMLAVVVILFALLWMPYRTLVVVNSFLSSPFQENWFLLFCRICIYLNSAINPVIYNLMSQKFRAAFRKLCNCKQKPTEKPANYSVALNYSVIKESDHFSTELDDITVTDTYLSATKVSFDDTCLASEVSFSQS
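Agonist-mode FDSS calcium read (Ex 480/Em 530, 1 s cycles) in 1536-well TRHR cells with fluo-8 dye, after 10-cycle baseline and 23 nL compound addition; TRH at EC20 (10 nM final) added afterwards for the enhancer phase.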
D1 PAM: enhances dopamine response at the human D1 receptor | P21728 | potentiation, % at 10 µM | hit rate 0.036% among 360,000 | AID 504651 | HEK293 TREx D1 cells, calcium flux, dopamine EC20 potentiation; in the data active = potentiation above about 30%; note: 0% is about no effect
TRHR PAM: allosterically enhances the human TRH receptor; P34981; TRHR cells, fluo-8 calcium fluorescence, EC20 TRH enhancement; enhancement, % at 2 µM; hit rate 0.66% among 360,000; in the data active = enhancement above about 30%; note: 0% is about no effect
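Enhancer read-out: after compound pinning and an initial kinetic agonist-mode read, an EC20 of TRH (10 nM final) was injected and fluo-8 calcium signal (Ex 480/Em 530) followed at 1 s/cycle for 100 cycles in TRHR-expressing cells.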
D2 ag: activates the human D2 dopamine receptor | P14416 | HEK293 T-REx D2 cells, calcium flux agonist mode | activation, % at 2 µM | hit rate 0.53% among 340,000 | AID 485358;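 active = activation over 3 SD above normal in the single-dose calcium agonist read, cut at about 30% in these data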; note: 0% is about no effect
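Agonism scored from kinetic calcium signal (1 read/sec, 180 s) following compound pin transfer, after a 10 s baseline. Cells: HEK293 Trex line expressing inducible D2 receptor coupled to calcium, dye-loaded after overnight culture at 30 C.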
D1 agonist: activates the human D1 dopamine receptor. P21728. HEK293 T-REx D1 cells, calcium flux, agonist mode. activation, % at 2 µM. hit rate 1% among 360,000; note: 0% is about no effect
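Inducible HEK293 T-REx D1 cells, force-coupled to calcium signalling, were plated at 4000 cells/well with tetracycline and held overnight at 30 C. After no-wash calcium dye loading, compound-evoked calcium rise over 180 s flagged agonists.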
RXFP1 antagonist: antagonists of human relaxin receptor RXFP1; Q9HBX9; HEK293-RXFP1, relaxin-stimulated cAMP HTRF, 30 min; stronger effect = lower value; activity change, negative = inhibition, % at 57.5 µM; hit rate 0.59% among 350,000;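 active = activity change of -60% or lower, but not beyond a set lower limit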; note: % is set by controls: 0 for no effect and ±100 for the full control effect
* marks the source's active call; other numbers are inactive results; x = no result given. Cut-off read from the data, not from the text of the source, unless noted: active = activation above about 30%; inactive = the rest.

1. CC1CCN(C(=O)Cn2c(=O)n(-c3ccc(Cl)cc3)c(=O)c3c4c(sc32)CCC4)CC1
2. CC1CCC(NC(=O)C2CC(=O)N(c3ccc4c(c3)OCCO4)C2)CC1 (configuration not stated)
3. Cc1nc2c(C)cccc2c2c1CCN2c1ccccc1F
4. O=c1[nH]c(C(Cl)Cl)nc2sc3c(c12)CCN(Cc1ccccc1)C3
5. Cc1nonc1CC(=O)NC1CC(C)(C)Cc2c1cnn2-c1ccc(F)cc1 (configuration not stated)
6. Cc1cc(C)n(-c2cc(Cl)ccc2[N+](=O)[O-])n1

screen / no.	1	2	3	4	5	6
D2 antagonist	x	4	-2	x	10	-13
D2 potentiator	-10	-6	-9	-12	-3	3
D1 antag	-1	-12	-5	4	-8	-7
TRHR agonist	0.9	0.0	0.1	3.4	1.1	-0.7
D1 PAM	0	2	-16	-1	-9	15
TRHR PAM	-5	12	0	11	-2	4
D2 ag	-0.5	0.3	0.3	x	0.1	-1.3
D1 agonist	-2	1	3	13	3	3
RXFP1 antagonist	-6	-11	-16	-19	-5	-7

7. CSc1ccc(/C=N/Nc2cccc(C(=O)O)c2)cc1
8. FC(F)(F)c1cnc(-c2cnc3c(-c4ccc(Cl)cc4)cnn3c2)c(Cl)c1
9. Cc1ccc2c(CC(=O)Nc3ccc(S(=O)(=O)N4CCCC(C)C4)cc3)coc2c1 (configuration not stated)
10. COc1ccc(-c2cc(=O)c3cc(OC)c(OC)cc3[nH]2)cc1
11. COc1ccc(CCC(C)NCC(C)c2ccccc2)cc1 (configuration not stated)
12. CCN1CCN(C(=O)C(NS(=O)(=O)c2ccc3nc(C)sc3c2)C(C)C)CC1 (configuration not stated)

screen / no.	7	8	9	10	11	12
D2 antagonist	-40	21	x	10	-1	6
D2 potentiator	-15	-2	11	-19	8	10
D1 antag	10	-3	-3	-9	0	-1
TRHR agonist	0.3	0.2	1.6	0.1	3.2	0.2
D1 PAM	4	-10	2	-2	-1	-6
TRHR PAM	6	-3	0	-1	-2	1
D2 ag	-0.2	0.6	1.5	0.1	0.5	1.1
D1 agonist	-1	4	6	-3	23	0
RXFP1 antagonist	0	9	-24	x	-1	x

13. Cc1ccc(C)n1/N=C1/NC(=O)CS1
14. CC(C)N1C(=O)C2C(c3ccccc3O)NC(C)(C(=O)O)C2C1=O (configuration not stated)
15. Cc1cc(C)nc(N2N=C(c3ccccc3)CC2=O)n1
16. Cc1ccc2cc(C)c3nnc(SCC(=O)NCc4ccco4)n3c2c1
17. Cc1c(Br)cc(C(=O)NC2CCCCC2)c(C)c1C
18. O=C(c1cccnc1)N1CCc2ccccc21

screen / no.	13	14	15	16	17	18
D2 antagonist	4	x	-1	9	7	-14
D2 potentiator	3	x	7	3	16	5
D1 antag	7	-5	-2	5	-4	-4
TRHR agonist	0.4	0.6	3.4	0.3	0.4	-0.8
D1 PAM	4	x	-6	4	-3	2
TRHR PAM	-4	6	-2	-2	-3	-3
D2 ag	0.0	x	0.4	-0.4	0.0	0.1
D1 agonist	2	2	1	2	2	2
RXFP1 antagonist	1	x	-8	0	15	11

19. COc1cccc(NC(=O)CSc2ccc3nnc(CCNC(=O)c4ccccc4)n3n2)c1
20. O=C(Nc1nnc(-c2ccc(Br)cc2)o1)c1cccc(N2C(=O)CCC2=O)c1
21. Cc1cc(C(=O)N/N=C/c2cc(Br)ccc2OC(=O)c2ccccc2)n[nH]1
22. Cn1cnc(S(=O)(=O)Nc2cc(-c3ccc(Cl)cc3)nn2C)c1
23. CCOC(=O)CCc1c(C(=O)OCC)[nH]c(CC)c1C(=O)OCc1ccccc1
24. CCC1(c2ccccc2)NC(=O)N(CC#N)C1=O (configuration not stated)

screen / no.	19	20	21	22	23	24
D2 antagonist	x	11	4	-16	7	0
D2 potentiator	x	-1	1	-4	-2	-3
D1 antag	-1	-5	-6	4	6	1
TRHR agonist	0.5	-0.4	0.4	0.3	0.0	4.9
D1 PAM	3	-5	-3	2	12	-3
TRHR PAM	-9	5	15	-4	-3	1
D2 ag	x	-0.7	0.7	0.4	0.0	1.8
D1 agonist	0	1	5	6	14	3
RXFP1 antagonist	-3	-20	-33	5	-13	-2

Sorted by molar mass (ascending): some entries from above
13. Cc1ccc(C)n1/N=C1/NC(=O)CS1
6. Cc1cc(C)n(-c2cc(Cl)ccc2[N+](=O)[O-])n1
15. Cc1cc(C)nc(N2N=C(c3ccccc3)CC2=O)n1
7. CSc1ccc(/C=N/Nc2cccc(C(=O)O)c2)cc1
22. Cn1cnc(S(=O)(=O)Nc2cc(-c3ccc(Cl)cc3)nn2C)c1
4. O=c1[nH]c(C(Cl)Cl)nc2sc3c(c12)CCN(Cc1ccccc1)C3
5. Cc1nonc1CC(=O)NC1CC(C)(C)Cc2c1cnn2-c1ccc(F)cc1 (configuration not stated)
23. CCOC(=O)CCc1c(C(=O)OCC)[nH]c(CC)c1C(=O)OCc1ccccc1

screen / no.	13	6	15	7	22	4	5	23
D2 antagonist	4	-13	-1	-40	-16	x	10	7
D2 potentiator	3	3	7	-15	-4	-12	-3	-2
D1 antag	7	-7	-2	10	4	4	-8	6
TRHR agonist	0.4	-0.7	3.4	0.3	0.3	3.4	1.1	0.0
D1 PAM	4	15	-6	4	2	-1	-9	12
TRHR PAM	-4	4	-2	6	-4	11	-2	-3
D2 ag	0.0	-1.3	0.4	-0.2	0.4	x	0.1	0.0
D1 agonist	2	3	1	-1	6	13	3	14
RXFP1 antagonist	1	-7	-8	0	5	-19	-5	-13

12. CCN1CCN(C(=O)C(NS(=O)(=O)c2ccc3nc(C)sc3c2)C(C)C)CC1 (configuration not stated)
21. Cc1cc(C(=O)N/N=C/c2cc(Br)ccc2OC(=O)c2ccccc2)n[nH]1
20. O=C(Nc1nnc(-c2ccc(Br)cc2)o1)c1cccc(N2C(=O)CCC2=O)c1
1. CC1CCN(C(=O)Cn2c(=O)n(-c3ccc(Cl)cc3)c(=O)c3c4c(sc32)CCC4)CC1
19. COc1cccc(NC(=O)CSc2ccc3nnc(CCNC(=O)c4ccccc4)n3n2)c1

screen / no.	12	21	20	1	19
D2 antagonist	6	4	11	x	x
D2 potentiator	10	1	-1	-10	x
D1 antag	-1	-6	-5	-1	-1
TRHR agonist	0.2	0.4	-0.4	0.9	0.5
D1 PAM	-6	-3	-5	0	3
TRHR PAM	1	15	5	-5	-9
D2 ag	1.1	0.7	-0.7	-0.5	x
D1 agonist	0	5	1	-2	0
RXFP1 antagonist	x	-33	-20	-6	-3

Next structures
25. O=C(Nc1ccc(F)cc1F)C(Cc1ccccc1)N1Cc2ccccc2C1=O (configuration not stated)
26. COc1cccc(CNC(=O)NCc2noc3ccc(C)cc23)c1
27. O=c1nc(Nc2ccc([N+](=O)[O-])cc2)[nH]c(=O)[nH]1
28. Cn1nc(C(=O)Nc2cccc(C(F)(F)F)c2)c2c1-c1ccccc1S(=O)(=O)C2

screen / no.	25	26	27	28
D2 antagonist	x	x	5	x
D2 potentiator	4	4	0	-5
D1 antag	4	-4	0	-20
TRHR agonist	-0.3	0.0	-0.2	-0.3
D1 PAM	0	-3	12	-5
TRHR PAM	1	-7	4	4
D2 ag	-0.1	0.5	0.1	1.4
D1 agonist	-1	1	1	0
RXFP1 antagonist	-5	-5	8	-13
